# GLP1R ag = GLP-1 receptor (human) agonism. P43220. HEK293 GLP-1R CRE-luciferase, luminescence, 4-6 h; cells express a hypersensitive GLP-1R form. Potency, µM (highest dose often 45.6 µM), for the others: at the highest dose activation, actives largely listed as activators. hit rate 0.007% among 380,000; further: potency means the concentration at half of the fitted maximal effect; % of control where 0% means no effect
# Target sequence (P43220 whole entry, looked up): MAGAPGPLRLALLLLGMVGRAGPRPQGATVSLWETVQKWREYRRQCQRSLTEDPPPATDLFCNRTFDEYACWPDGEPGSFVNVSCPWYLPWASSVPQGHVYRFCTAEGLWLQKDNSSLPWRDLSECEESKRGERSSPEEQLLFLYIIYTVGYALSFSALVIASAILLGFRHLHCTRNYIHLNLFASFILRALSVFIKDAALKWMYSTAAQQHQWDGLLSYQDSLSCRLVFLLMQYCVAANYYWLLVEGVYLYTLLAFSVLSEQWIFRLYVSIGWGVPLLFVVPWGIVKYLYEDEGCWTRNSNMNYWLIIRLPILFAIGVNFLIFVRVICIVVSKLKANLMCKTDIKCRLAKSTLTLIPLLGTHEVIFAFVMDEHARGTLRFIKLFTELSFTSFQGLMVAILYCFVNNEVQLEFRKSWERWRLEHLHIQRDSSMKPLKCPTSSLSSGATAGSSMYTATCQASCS
# KB-V1 MDR tox = kills drug-selected multidrug resistant KB-V1 cells. KB-V1 MDR cells viability, CellTiter-Glo, 72 h. Potency, µM (top dose mostly 46.1 µM), inactives show at the top dose activity change, negative = cytotoxicity, most hits filed as cytotoxic. hit rate 3.4% among 400,000. AID 1347076; further: potency means the concentration at half of the fitted maximal effect; on the % scale 0 is the no-effect control and ±100 the full control effect; nearly all actives have a fitted effect of over 60% in size
#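 qHTS viability screen in drug-selected KB-V1 MDR cells: 72 h compound treatment at 37 degrees C, ATP luminescence end point.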
# aSyn rescue = alpha-synuclein toxicity inhibition in yeast; hit rate 0.14% among 370,000; Yeast expressing alpha-synuclein, growth rescue, BacTiter-Glo, 24 h; Potency, µM (highest dose often 46.1 µM), for inactives: top-dose growth rescue (activation), usual class: activators; further: potency means the concentration at half of the fitted maximal effect; % of control where 0% means no effect; nearly all actives have a fitted effect of over 65% in size
#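 Screening used galactose-induced yeast with toxic alpha-synuclein levels, exposed to compound for 24 hr at 30 deg C. Cell growth, read with BacTiter-Glo luminescence, gave the measured signal.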
# GLP1R inv ag = inverse agonists of human GLP-1 receptor; HEK293 GLP-1R CRE-luciferase, luminescence, 24 h; GLP-1R form is constitutively active; AID 624417; Potency, µM (series often up to 38.3 µM), for inactives: top-dose activity change, negative = inhibition, hits mostly inhibitors; hit rate 1.6% among 410,000; further: potency means the concentration at half of the fitted maximal effect; on the % scale 0 is the no-effect control and ±100 the full control effect; nearly all actives have a fitted effect of over 55% in size
#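 qHTS in 1536-well format: reporter HEK293 cells expressing constitutive GLP-1R activity in DMEM + 10% Nu serum, 24 hr with compounds at 37 deg C, luminescence read after 12 min with detection reagent.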
# TDP-43 yeast inh = inhibitors of TDP-43 toxicity in yeast; TDP-43 expressing yeast growth rescue, BacTiter-Glo, 24 h; Potency, µM (doses to about 46.1 µM), inactives show at the top dose growth rescue (activation), most hits filed as activators; hit rate 1.8% among 410,000; further: potency means the concentration at half of the fitted maximal effect; % of control where 0% means no effect; nearly all actives have a fitted effect of over 50% in size
#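 Luminescence from BacTiter-Glo reports growth of TDP-43-expressing yeast after 24 hr at 30 deg C with compound. Cells were raffinose-pregrown to mid-log, then seeded in galactose medium at OD600=0.02.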
# DRD3 antagonist = blocks the human D3 dopamine receptor. P35462. D3R cells, DiscoveRx beta-arrestin luminescence, antagonist mode; hits give low values. max response, negative = inhibition, %. hit rate 2.5% among 360,000. AID 652054; in the data active means max response below about -50%; inconclusive means no clear call, values can overlap the other calls; further: on the % scale 0 is the no-effect control and ±100 the full control effect; mostly tested at two doses, the higher about 12 µM
#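 Cells expressing the human receptor were seeded at 1500 cells/well, incubated overnight at 37 degrees C in 5% CO2, then exposed to library compounds with dopamine controls for 90 minutes at 37 degrees C before luminescent detection.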
# D3 ag = activates the human D3 dopamine receptor | D3R DiscoveRx beta-arrestin cells, luminescence, 90 min | max activation, % | AID 652048 | hit rate 0.58% among 410,000; in the data active means max activation above about 30%; further: 0% is about no effect; mostly tested at two doses, the higher about 12 µM
#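 Agonist mode: compounds and dopamine controls were applied to plated cells for 90 min at 37 degrees C after an overnight attachment at 1500 cells/well. Luminescent read-out followed 30 - 60 minutes at room temperature with DiscoveRx detection reagent.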
# GLP1R cytotox = cytotoxic in the GLP-1 receptor inverse agonist counter-screen; HEK293 cAMP-luciferase reporter cells, luminescence, 24 h; Potency, µM (highest dose often 38.3 µM), inactives show at the highest dose activity change, negative = inhibition, usual class: inhibitors; hit rate 0.13% among 410,000;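 further: loss of luciferase light is scored as toxicity; potency means the concentration at half of the fitted maximal effect; on the % scale 0 is the no-effect control and ±100 the full control effect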
#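 Seeding density was 200 cells/uL; after overnight-length (12 h) culture, 23 nL compounds went on for 24 h at 37 °C. Readout used a luciferase detection reagent, luminescence taken after 12 min at room temperature.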
# PTHR1 ag = PTHR1 (human) receptor agonism. Potency, µM (doses to about 115 µM), for inactives: at the highest dose activation, most hits filed as activators. hit rate 0.075% among 410,000. HEK293 GP2 PTHR1 cells, GloSensor cAMP luminescence, 1 h; further: potency means the concentration at half of the fitted maximal effect; nearly all actives have a fitted effect of over 55% in size; some results filed as inactive show a strong effect at the top dose; inactives centre near -15; many of its hits are not listed in these tables
# Target sequence (Q03431 whole entry, looked up): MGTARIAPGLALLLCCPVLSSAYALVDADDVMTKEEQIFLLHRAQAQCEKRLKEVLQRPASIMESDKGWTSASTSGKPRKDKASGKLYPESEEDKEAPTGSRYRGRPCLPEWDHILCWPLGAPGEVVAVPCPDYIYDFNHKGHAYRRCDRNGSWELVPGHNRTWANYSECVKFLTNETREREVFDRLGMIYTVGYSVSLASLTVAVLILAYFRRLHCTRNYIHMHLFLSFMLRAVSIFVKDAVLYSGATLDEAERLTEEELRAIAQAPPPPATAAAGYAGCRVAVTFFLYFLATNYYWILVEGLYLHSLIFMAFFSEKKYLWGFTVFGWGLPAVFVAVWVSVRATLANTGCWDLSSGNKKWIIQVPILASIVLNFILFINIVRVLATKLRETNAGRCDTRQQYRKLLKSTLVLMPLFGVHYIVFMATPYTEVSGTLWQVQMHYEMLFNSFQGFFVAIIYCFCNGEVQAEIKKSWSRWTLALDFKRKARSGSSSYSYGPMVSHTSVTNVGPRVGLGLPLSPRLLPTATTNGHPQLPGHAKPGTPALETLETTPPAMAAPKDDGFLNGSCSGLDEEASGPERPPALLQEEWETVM
#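 HEK-293-derived GP2 cells expressing PTHR1 and a GloSensor cAMP reporter, 3,000/well, plated overnight, given luciferin plus IBMX (each 0.5 mM as added) for 1 h at 37 °C, then compound for 1 h at 37 °C. Luminescence was read after 15 min at room temperature.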
# Starred values were filed as active, the others as inactive; i = inactive; ? = inconclusive; . = not tested or not shown; & = joins results of further samples; [ ] = remark or other dose. Unless noted, the call rests on the fitted dose curve; in most records, active means well fitted curve in the direction sought with a large enough effect; inconclusive means small, poorly fitted or top-dose-only effect, or another doubt; inactive means no such curve, though single readings can be large; an effect the other way counts as inactive or inconclusive.
# Values run as follows: GLP1R ag	KB-V1 MDR tox	aSyn rescue	GLP1R inv ag	TDP-43 yeast inh	DRD3 antagonist	D3 ag	GLP1R cytotox	PTHR1 ag
- O=C(NCc1n[nH]c(=O)c2ccccc12)C1CC(=O)N(c2ccccc2)C1 (stereo not given)
 : -2%	0%	-1%	11%	11%	-21	1	16%	i
- CN(C)c1ccc(NC(=O)c2ccc(COc3cccc(Cl)c3)o2)cc1
 : 6%	-13%	0%	?	?	9	-3	-19%	-23%[57.5 µM]
- Cc1cccc(C(C)C)c1NC(=O)c1ccc2c(c1)CCCN2S(C)(=O)=O
 : .	-1%	.	4%	-4%	.	-18	4%	i
- O=C(c1ccccc1)c1ccc(OCCO)cc1
 : 21%	?	-5%	37%[activator]	15%	7	2	-2%	-5%
- CCCOc1c(Br)cc(C(N)=O)cc1OCC
 : 2%	3%	-1%	?	22%	-26	-13	2%	?
- COc1ccc(C(=O)Oc2cc(C)[nH]c(=O)c2[N+](=O)[O-])c(OC)c1
 : -2%	10%	-1%	9%	7%	?	-7	3%	4%
- CCOC(=O)Cn1cc(C#N)c2cccc(CC)c21
 : -8%	18%	-2%	?	0%	-23	1	-1%	i
- O=C(NNC(=S)NC1CCCCC1)c1cccc(S(=O)(=O)Nc2ccccc2Cl)c1
 : -3%	21µM*	7%	-9%	13%	-3	-11	17%	-28%
- OC(c1ccc(F)c(F)c1)c1nc(-c2cccc(C(F)(F)F)c2)cs1 (stereo not given)
 : 18%	1%	?	?	-82%[inhibitor]	-15	4	-21%	-5%
- Nc1c(S(=O)(=O)c2ccccc2)csc1C(=O)O
 : 2%	1%	-2%	33%[activator]	6%	3	3	1%	i
- COc1ccc(/C=C/CN2CCC(n3nccc3NC(=O)C3CCCC3)CC2)cc1
 : 9%	-3%	-5%	?	9%	6	-5	4%	i
- Cc1ccc2[nH]c(=O)c(CN(Cc3ccco3)S(=O)(=O)c3c(C)ccc4nsnc34)cc2c1
 : 0%	-3%	2%	-30%	9%	14	1	-8%	i
- COc1ccc(Oc2nc(-c3ccccn3)nc3ccccc23)cc1
 : 2%	?	-3%	?	?	8	0	?	-11%
- CCSc1ccccc1C(=O)NC1CCCCC1
 : 4%	0%	3%	-20%[7.66 µM]	0%[9.22 µM]	-17	2	-11%[7.66 µM]	-15%
- CC(=O)c1ccc(NC(=O)/C(=C\c2ccccc2)NC(=O)c2ccco2)cc1
 : 15%	10%	-8%	15%	-19%	-8	5	3%	0%
- Cc1c(Br)c([N+](=O)[O-])nn1C(C)C(=O)NCc1cccnc1 (stereo not given)
 : -17%	-1%	3%	4%	-14%	9	10	-6%	i
- O=C(CSc1nnc(CNC(=O)c2cccs2)o1)NC1CCCC1
 : -11%	1%	0%	0%	-11%	7	-1	17%	i
- CC(=O)C(C(c1ccccc1)c1c[nH]c2ccccc12)[N+](=O)[O-] (stereo not given)
 : 8%	?	?	?	13µM*	12	-11	16%	-20%
- COCCNC(=O)c1c(CSc2ccc(F)cc2)noc1C(=O)NCc1ccccc1
 : -6%	-10%	-6%	?	19%	23	2	-12%	-12%
- O=C(OCC(=O)N1CCCCC1)c1cccc(NS(=O)(=O)c2ccccc2)c1
 : 3%	?	0%	-9%	24%	4	12	-9%	-8%
- Cc1cccc2c(=O)cc(CSc3ccccc3NC(=O)c3cccc(F)c3)[nH]c12
 : .	-5%	.	-17%	13%	.	-11	-2%	i
- Cc1ccc(C)c(S(=O)(=O)Nc2ccccc2C(=O)Nc2ccc(S(=O)(=O)Nc3ncccn3)cc2)c1
 : -9%	?	-3%	7%	-2%	-1	4	-8%	i
- Cc1nc2ccc(S(=O)(=O)N(CC(=O)Nc3ccc(F)cc3F)Cc3ccccc3)cc2s1
 : .	-13%	.	-20%	7%	.	3	4%	-63%[inhibitor]
- N#C/C(=C\Nc1ccc2c(c1)OCCO2)c1nc(-c2ccccc2)cs1
 : 2%	6%	-1%	15%	1%	16	2	4%	i
- COc1ccc(C(C)C)cc1S(=O)(=O)NCCc1c(C)[nH]c2c(Cl)cccc12
 : .	?	.	?	6.3µM*	.	-5	-27%	i
- CC1CC(C)CN(C(=O)COC(=O)COc2ccccc2C#N)C1 (stereo not given)
 : -2%	?	0%	12%	16%	6	13	-8%	-18%
- COc1ccc(OC)c2c(N)c(C#N)c(C(F)(F)C(F)(F)F)nc12
 : -1%	10%	5%	46%[activator]	6%	10	-2	-11%	0%[57.5 µM]
- Cc1ccc(S(=O)(=O)c2nc(-c3cccs3)oc2N2CCC(C)CC2)cc1
 : .	?	.	-10%	15%	.	7	-8%	-27%
- CC(C)Oc1ccc(CNS(=O)(=O)c2csc(C(N)=O)c2)cc1
 : 8%	?	5%	17%&-19%	8%&10%	9	3&7	0%&-10%	-60%&-9%[inhibitor]
- CSc1ccc(S(=O)(=O)Nc2ccc(S(=O)(=O)Nc3ccc(C)cc3)cc2)cc1
 : 3%	5%	5%	-22%	-9%	5	-14	-1%	i
- Cc1cccc(C)c1-n1nnnc1C(c1ccnc2ccccc12)N(Cc1ccccc1)Cc1ccccc1 (stereo not given)
 : -7%	2%	5%	3%	-3%	-8	3	11%	-64%[inhibitor]
- CC(C)Sc1ccc(C(=O)Nc2ccc(F)cc2F)cn1
 : 14%	-4%	-3%	13%	33%	-10	1	8%	-26%
- Cc1cc(Br)ccc1SCC(=O)OCC(=O)Nc1ccc2[nH]c(=O)[nH]c2c1
 : -1%	?	7%	20%	19%	6	-1	22%	i
- COc1ccccc1OCc1nnc(SCC(=O)Nc2ccc(C)cc2)n1C
 : 1%	1%	1%	-19%	13%	-4	6	0%	-5%[57.5 µM]
- CCOC(=O)c1sc(NC(=O)CSc2nnc(-c3ccc(OC)cc3)n2CCOC)nc1C
 : 9%	-28%	.	6%	-2%	-17	-4	1%	i
- CC(C)C(O)P(=O)(OCc1ccccc1)c1ccc(N(C)C)cc1 (stereo not given)
 : 5%	-1%	-1%	0%	20%	22	2	-20%	-9%
- COc1ccc(N2CCN(C(=O)c3cc4cc(Cl)ccc4[nH]3)CC2)cc1
 : -6%	0%	6%	1%	5%	14	-5	-2%	-21%
- COCC(=O)N1CCc2ccc(NC(=O)c3ccccc3Cl)cc2C1
 : 5%	7%	4%	0%	0%	4	4	4%	-21%
- O=C(O)CNS(=O)(=O)c1ccc(Br)s1
 : 8%	0%	-11%	0%	-15%	2	0	-1%	i
- COC(=O)c1cc2oc3ccccc3c2n1CC(=O)Nc1ccc(F)c(Cl)c1
 : .	.	.	-2%	16%	.	7	-1%	-6%
- CC(=O)Nc1ccc(NC(=O)c2cc(-c3cc(F)ccc3OCC3CCCO3)n[nH]2)cc1 (stereo not given)
 : -2%	16%	2%	-2%	21%	13	14	0%	-34%
- CC(=O)C1=C(O)C(=O)N(c2ccccn2)C1c1cccc(F)c1 (stereo not given)
 : -4%	8%	-1%	0%	11%	2	1	-5%	i
- CC(=O)c1sc(=S)n(-c2ccccc2)c1C
 : 10%	13%	2%	2%	-4%	-8	11	-5%	i
- Cc1ccc(S(=O)(=O)N2CCN(C(=O)CNC(=O)c3ccc(Br)o3)CC2)cc1
 : -8%	16%	-7%	-4%	-5%	-11	13	-8%	i
- CCN(CC)CCNC(=O)CN1C(=O)c2cccnc2Oc2ccc(C)cc21
 : .	?	.	36%[activator]	1%	.	-18	-23%	-20%
- Cc1ccc2nc3sc(C(=O)NCCCN(C)c4ccccc4)cc3cc2c1
 : .	15%	.	?	?	.	-7	16%	i
- O=C(C1CC(=O)N(C2CCCC2)C1)N1CCN(c2ccccc2)CC1 (stereo not given)
 : -1%	?	-7%	-17%	5%	-7	1	-5%	-1%
- CCn1ccnc1CNC(=O)CC1C(=O)NCCN1Cc1ccc(OC)cc1OC (stereo not given)
 : -1%	24%	2%	-5%	-9%	8	0	0%	-24%
- COCCNC(=O)NC12CC3CC(CC(C3)C1)C2
 : 0%	-26%	-7%	9%	-26%	-14	-7	14%	i
- CC1(OC(=O)CCc2ccccc2)C(=O)C=C2C=C(c3ccc(C#N)cc3)N(Cc3ccco3)C=C2C1=O (stereo not given)
 : 5%	19%	2%	-13%	6%	9	7	-13%	10%
- Clc1ccccc1-c1nnc2n1-c1ccccc1SC2
 : -1%	-14%	1%	10%	15%	10	-14	3%	-19%
- CC(C)[C@H](NS(=O)(=O)c1ccc(Cl)cc1)C(=O)OCC(=O)c1c(N)n(C)c(=O)n(C)c1=O
 : 3%	0%	0%	-22%	14%	51	9	0%	12%
- O=C(N/N=C/c1ccc2c(c1)OCO2)c1cc(-c2ccccc2Cl)nc2ccccc12
 : 1%	-1%	-1%	13%	-14%	14	-13	15%	i
- CCCCNC(=O)OCCNC(=O)Oc1cccc(C)c1
 : -2%	4%	-2%	0%	5%	24	-1	-5%	i
- Cc1ccc2nc(-c3ccc(N4CCOCC4)cc3)c(Nc3ccccc3C)n2c1
 : .	-22%	.	?	-6%	.	-16	-20%	i
- Cn1c(CC(=O)Nc2ccccc2Cl)nnc1SCC(=O)Nc1nncs1
 : 8%	23%	0%	3%	-15%	3	6	2%	-6%
- COc1ccc(NC(=O)CN(c2ccc(C)cc2)S(=O)(=O)c2cccc3nonc23)cc1OC
 : 1%	-9%	.	9%	20%	.	2	1%	-1%
- COC(=O)/C=C/c1cc(F)ccc1S(=O)(=O)NC(C)(C)C
 : -1%	34%&-12%	-10%	13%	3%	-13	-12	9%	2%

# Screening results (PubChem)

# Only part of the results is shown; the hit share may differ from the screen's.
